PRMT1 inh – inhibitors of human PRMT1. Q99873. recombinant PRMT1, activity-based probe fluorescence polarization. inhibition, % at 2.79 µM. 370,000 compounds, 1.3% hits;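 active means inhibition above about 21% made by adding two undisclosed values, limit read from the data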
TCR CD3 inh – inhibitors of human TCR-CD3 interaction. TAMRA-labeled TCR probe fluorescence, biochemical. inhibition, % at 9.4 µM. 360,000 compounds, 0.37% hits; in the data active means inhibition above about 19%;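 further: recombinant mutant TCR 2C K166C tagged with TAMRA read by polarization; 0% = receptor in buffer alone and 100% = receptor with positive control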
LEDGF integ inh – blocks HIV-1 LEDGF/p75-dependent DNA integration | TR-FRET IN-LEDGF/p75 DNA integration, Eu/Cy5 | inhibition, % at 3.7 µM | 370,000 compounds, 0.64% hits | AID 743269;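 active means inhibition above the screen-wide mean plus 3 SD, cut at about 13% in these data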;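 further: signal is the Cy5 over europium emission ratio at 671 and 618 nm; 0% = plate median of compound wells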
rCAG binder – molecules binding r(CAG) RNA repeats; r(CAG) RNA repeat, TO-PRO-1 dye displacement fluorescence; 370,000 compounds, 1.3% hits; inhibition, % at 3 µM; AID 651821;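 active means inhibition above the plate cutoff, the mean of all test compounds on that plate plus 3 SD, cut at about 35% in these data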;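 further: 0% = DMSO alone and 100% = 100 µM mitoxantrone as full dye displacement; higher means more dye released from RNA so lower well fluorescence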
TDP2 inh – blocks human TDP2 phosphodiesterase activity; recombinant TDP2, T5PNP hydrolysis, p-nitrophenol absorbance 415 nm; AID 720702; O95551; 370,000 compounds, 0.34% hits; inhibition, % at 12.8 µM;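 active means inhibition above the mean of all tested compounds plus 3 SD, set per campaign, cut at about 25% in these data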;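 further: 0% = DMSO with enzyme and 100% = buffer with substrate but no TDP2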
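test system = human TDP2 enzyme | input = TDP2 enzyme at 120 nM final | medium = 50 mM Tris-HCl pH 7.5 with Mg2+, KCl, DTT, BSA | also added = T5PNP substrate, 5 mM | times = 2 h at 37 °C | technique = epi absorbance | benchmarks = high control without enzyme, low control DMSO plus TDP2 | replication = each compound tested once, singlicate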
MBD2 DNA inh – MBD2-methylated oligo binding inhibition; Q9UBB5; TR-FRET, MBD2 binding to methylated oligonucleotide; inhibition, % at 4.4 µM; 370,000 compounds, 0.31% hits; in the data active means inhibition above about 13%
NPR2 activator – GC-B (human) receptor activation. HEK293-GC-B cells, CNP EC30, cGMP TR-FRET; 0% at EC30 CNP, 100% saturating CNP. activation, % at 10 µM. AID 1920062. 370,000 compounds, 0.11% hits. P20594;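 active means activation at 10 µM reaching about 35% in either raw or pattern-adjusted values, limit read from the data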
Target sequence (P20594 whole entry, looked up): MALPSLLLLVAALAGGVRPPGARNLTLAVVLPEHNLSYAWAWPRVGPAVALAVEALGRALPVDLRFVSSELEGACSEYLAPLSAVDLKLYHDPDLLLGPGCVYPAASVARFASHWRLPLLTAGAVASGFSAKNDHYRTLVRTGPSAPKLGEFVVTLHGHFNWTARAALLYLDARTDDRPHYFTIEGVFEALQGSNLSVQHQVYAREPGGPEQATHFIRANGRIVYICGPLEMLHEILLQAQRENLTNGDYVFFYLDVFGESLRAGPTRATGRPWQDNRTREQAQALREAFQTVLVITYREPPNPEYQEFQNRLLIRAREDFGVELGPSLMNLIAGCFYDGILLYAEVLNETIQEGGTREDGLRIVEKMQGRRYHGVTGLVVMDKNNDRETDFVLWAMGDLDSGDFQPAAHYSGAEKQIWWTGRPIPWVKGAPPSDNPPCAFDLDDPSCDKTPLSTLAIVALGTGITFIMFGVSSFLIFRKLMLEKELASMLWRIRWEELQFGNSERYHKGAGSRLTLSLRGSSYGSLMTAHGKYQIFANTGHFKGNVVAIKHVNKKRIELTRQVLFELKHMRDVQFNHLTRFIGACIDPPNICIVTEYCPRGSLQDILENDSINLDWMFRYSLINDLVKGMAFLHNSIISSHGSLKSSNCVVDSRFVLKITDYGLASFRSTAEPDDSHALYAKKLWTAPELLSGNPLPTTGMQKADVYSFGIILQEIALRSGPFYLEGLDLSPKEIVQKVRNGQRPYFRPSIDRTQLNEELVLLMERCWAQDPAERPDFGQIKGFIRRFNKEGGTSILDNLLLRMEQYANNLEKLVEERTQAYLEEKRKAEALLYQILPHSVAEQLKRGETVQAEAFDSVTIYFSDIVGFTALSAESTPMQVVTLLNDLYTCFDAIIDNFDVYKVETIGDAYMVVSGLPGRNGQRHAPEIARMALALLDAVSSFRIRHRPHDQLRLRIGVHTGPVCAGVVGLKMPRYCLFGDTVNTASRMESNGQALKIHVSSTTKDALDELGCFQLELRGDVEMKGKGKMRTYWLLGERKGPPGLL
mABHD4 FP – ABHD4 (mouse) inhibition, primary FP screen; AID 720543; 370,000 compounds, 0.54% hits; inhibition, % at 8.92 µM; purified mABHD4, FP-Rh probe fluorescence polarization; Q8VD66;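 active means inhibition exceeding the mean over every tested compound plus 3 SD, cut at about 30% in these data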;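 further: 0% = plate median of compound wells and 100% = S159A mutant with DMSO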
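Doses – 8.92 µM, single dose · Material – wild-type mouse ABHD4 protein · Replication – single well per compound (singlicate) · Measure – percent inhibition of probe binding, normalized to plate controls · Schedule – 45 min compound pre-incubation plus 60 min probe step, 25 °C · Detection – fluorescence polarization with parallel and perpendicular emission, 525/598 nm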
HTRA1 inh – HTRA1 (human) protease inhibition | Q92743 | recombinant HTRA1, FP-rhodamine activity-based probe, fluorescence polarization | inhibition, % at 5.96 µM | 340,000 compounds, 0.5% hits; in the data active means inhibition above about 36%;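 further: 0% = enzyme with DMSO and 100% = wells lacking enzyme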
SIAE primary – inhibitors of human sialic acid acetylesterase SIAE; Q9HAT2; SIAE FP-Rh probe binding, fluorescence polarization; inhibition, % at 9.66 µM; 370,000 compounds, 0.69% hits; AID 1053197;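 active means inhibition above a cutoff: mean of compounds within the control limits plus 3 SD of those, cut at about 17% in these data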;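 further: 0% = plate median of compound wells and 100% = probe without SIAE protein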
The depositor's hits bear a star; / = not tested or not shown.

SMILES	PRMT1 inh	TCR CD3 inh	LEDGF integ inh	rCAG binder	TDP2 inh	MBD2 DNA inh	NPR2 activator	mABHD4 FP	HTRA1 inh	SIAE primary
CCC(C)(C)NC(=O)C1CC(=O)N(CCc2ccc(F)cc2)C1 (stereo unspecified)	1	-4	-2	-3	15	0	-7	7	1	-1
CC(=O)Oc1c(C(=O)c2nnc(C)o2)c(=O)n(Cc2ccccc2)c2ccccc12	3	1	2	2	14	0	1	12	0	4
CN(Cc1nc2ccccc2c(=O)[nH]1)Cc1cc(=O)oc2ccc3ccccc3c12	-2	5	0	6	0	2	2	5	0	1
Nc1c(C(=O)NCc2ccco2)c2nc3ccccc3nc2n1CCc1ccccc1F	5	3	6	18	1	-1	-8	-8	-53	-4
CC(C)C(NC(=O)c1ccc(C(C)(C)C)cc1)C(=O)NCC(c1ccccc1)N(C)C (stereo unspecified)	-1	-2	4	-11	-2	0	1	3	-2	-4
COc1ccc(N2CCN(C(=O)CN3C(=O)NC(C)(C4CC4)C3=O)CC2)cc1 (stereo unspecified)	1	-3	-2	1	2	-2	6	4	2	9
CC(=O)COc1ccc2c3c(c(=O)oc2c1C)CCCCC3	0	3	-1	-3	3	1	2	1	-2	-9
Cc1ccc(C2CC(=O)C(C=NCCN3CCN(C(=S)Nc4ccccc4)CC3)=C(O)C2)cc1 (stereo unspecified)	-2	-1	5	-4	-7	-1	-3	0	-1	-1
COCCCN1CC23C=CC(O2)C(C(=O)O)C3C1=O (stereo unspecified)	3	-9	-3	0	6	-1	3	0	3	3
CN(C)S(=O)(=O)c1cccc(C(=O)NC(=S)N(CCC#N)Cc2cccnc2)c1	4	2	-2	0	7	1	0	0	2	-6
CCOC(=O)C1=C(C)NC(C)=C(C(=O)OCC)C1c1ccco1	-1	3	-2	-7	10	3	-3	-1	7	-2
CCOC(=O)C1C(=O)NC(C(=O)OCC)(C(=O)OCC)C1C(C)CC (stereo unspecified)	0	1	-3	0	-7	0	3	2	0	7
Cc1c(C(=O)Nc2ccc(S(=O)(=O)Nc3ncccn3)cc2)oc2ccc(Cl)cc12	0	3	0	4	3	-1	14	4	0	-3
CCOc1ccccc1N1CC(C(=O)Nc2ccccc2N2CCOCC2)CC1=O (stereo unspecified)	-3	6	2	-1	0	-6	1	-9	-4	0
O=C(Nc1ccc(Cl)cn1)c1ccc(COCC(F)(F)C(F)F)o1	3	4	1	2	5	0	1	2	-2	-4
CCN1CCC2(CC1)N=C(c1ccc(F)cc1)C(=S)N2C(=O)c1ccc(C(C)(C)C)cc1	18	1	-1	-2	4	1	2	9	-5	3
CC1CCN(S(=O)(=O)N2CCCC(C(=O)NCc3ccccc3Cl)C2)CC1 (stereo unspecified)	5	0	0	-5	-4	3	2	-5	-4	9
CCOC(=O)C1=C(C)N(C)C(C)=C(C(=O)OCC)C1c1cccnc1	1	2	0	-4	-1	0	0	-1	3	-5
CCn1c(O)c(N=NC(=O)Cc2csc(N3CCOCC3)n2)c2ccccc21	5	-10	6	0	-6	3	-3	-7	1	-5
O=C(COc1ccccc1F)NNC(=O)c1ccc2c(=O)n3c(nc2c1)CCC3	2	4	2	5	4	0	-2	1	2	2
S=C(Nc1ccc2c(c1)OCO2)Nc1ccccc1Cl	-2	2	-2	-1	3	2	1	4	6	4
CC(C)(C)SCCNC(=O)c1ccc(Cl)c([N+](=O)[O-])c1	3	-1	1	0	16	0	9	1	2	-9
COc1ccccc1CN1CC(C(=O)NC2CCOCC2)CCC1=O (stereo unspecified)	-2	0	2	-3	4	-4	2	-5	3	-3
O=C(CSc1nnc2c(n1)[nH]c1ccccc12)N1CCCCC1	0	-3	-1	4	12	-4	3	3	-12	-5
CCN(CC)S(=O)(=O)c1ccc(Cl)c(OC)c1	-2	5	1	-5	1	6	-4	0	5	-1

Some entries already given, limited to HTRA1 inh and NPR2 activator.
SMILES	HTRA1 inh	NPR2 activator
O=C(CSc1nnc2c(n1)[nH]c1ccccc12)N1CCCCC1	-12	3
O=C(COc1ccccc1F)NNC(=O)c1ccc2c(=O)n3c(nc2c1)CCC3	2	-2
CCN(CC)S(=O)(=O)c1ccc(Cl)c(OC)c1	5	-4
CCn1c(O)c(N=NC(=O)Cc2csc(N3CCOCC3)n2)c2ccccc21	1	-3

The list goes on.
SMILES	PRMT1 inh	TCR CD3 inh	LEDGF integ inh	rCAG binder	TDP2 inh	MBD2 DNA inh	NPR2 activator	mABHD4 FP	HTRA1 inh	SIAE primary
CCOCc1nc(C)c(Cl)c(NS(=O)(=O)c2ccc(N)cc2)n1	7	-10	-5	2	-2	7	-4	-35	1	4
CNC(=O)CSCCn1c(SCC(=O)NC)nc2ccccc2c1=O	-1	-2	4	-1	1	-1	1	1	2	1
Cc1ccc(S(=O)(=O)N2CCN(C(=O)C(Cc3ccccc3)NC(=O)c3ccccc3)CC2)cc1 (stereo unspecified)	4	-1	-7	6	-12	-3	1	7	4	-3
COc1ccc2[nH]c(C)cc(=O)c2c1	1	5	-4	2	-3	-1	5	8	-3	2
O=C(CN(Cc1ccccc1)C(=O)CCC(=O)Nc1nccs1)NCc1ccc(F)cc1	-3	-4	1	-1	-13	0	1	-2	7	-8
O=C(COc1cc2oc(=O)c3c(c2cc1Cl)CCC3)NCC(O)c1ccccc1 (stereo unspecified)	1	8	-1	2	-4	-10	-15	2	1	4
CCc1cc(C(=O)c2ccccc2OC)c(N)s1	9	7	-4	7	-11	0	1	4	5	3
Clc1ccc(/C=N/Nc2ncnc3nc[nH]c23)cc1	8	-1	-6	3	8	-1	4	-2	3	2
Cc1cc(S(=O)(=O)NCCCN2CCOCC2)c(Cl)cc1Cl	1	0	-3	-6	2	0	5	2	-3	6
COC(=O)c1ccc(OCCOc2ccccc2C)cc1	4	-4	-4	-5	-9	-1	-2	1	-10	9
CCCCn1c(SCN2C(=O)c3ccccc3C2=O)nc2cc(S(N)(=O)=O)ccc21	2	7	0	6	2	2	2	0	-10	1
CC(C)c1cc(NCC2CCCO2)n2c(nc3ccccc32)c1C#N (stereo unspecified)	0	6	-1	-4	-4	1	14	2	-7	-3
CCOc1ccc(C(=O)NCC(=O)OCCCOC(=O)CNC(=O)c2ccc(OCC)cc2)cc1	7	-4	-4	-8	-5	0	-1	-8	0	-10
COc1c(C)cc(Br)cc1C(=O)NC(=S)NCc1ccco1	-2	4	2	-2	7	2	2	-9	-16	-11
N#C/C(=C\c1ccc(F)cc1)c1n[nH]c(Cn2cncn2)n1	0	-5	0	4	6	0	-4	-2	1	4
CC(C)CCOc1ccc(C2CC(=O)N(C)C2=O)cc1 (stereo unspecified)	0	0	-4	-4	-2	-4	-1	2	-1	-5
Cc1cc(C)n2cc(COc3ccccc3)nc2n1	-1	-1	1	2	-2	-3	0	0	0	-1
O=c1cc(-c2ccsc2)oc2ccc(-c3ccc4cc[nH]c4c3)cc12	2	5	-1	15	-6	1	-2	-22	-57	12
O=S(=O)(Nc1ccc(Br)cc1)c1cccc(NC(=S)NCCN2CCOCC2)c1	5	0	-4	20	-3	0	2	2	-5	4
CCNc1nc(N2CCCCC2)nc(-n2nnc(C(=O)OCC)c2C)n1	0	10	0	-3	5	-2	-2	4	-11	2
N#CCC(=O)NCCCOC(=O)Nc1ccc(Cl)c(Cl)c1	-2	5	-2	6	-9	-2	-2	2	-5	-3
O=C(Nc1nccs1)c1ccc[nH]c1=O	-5	-2	3	0	-16	-5	-4	-1	-2	2
CC(C)(C)C1CCC(C(=O)OCC(=O)Nc2ccc3[nH]c(=O)[nH]c3c2)CC1 (stereo unspecified)	-2	6	2	4	5	-10	-14	-4	4	1
O=C(CN(C(=O)c1csnn1)c1cccc(F)c1)NCc1ccc(F)cc1	-1	5	2	-1	-8	3	2	-1	0	0
S=C(NCc1ccco1)N1CCOCC1	-2	12	1	0	0	-5	6	1	-8	3

Following part:
SMILES	PRMT1 inh	TCR CD3 inh	LEDGF integ inh	rCAG binder	TDP2 inh	MBD2 DNA inh	NPR2 activator	mABHD4 FP	HTRA1 inh	SIAE primary
Cc1ccc(-c2cc(NC(=O)Cc3c(C)[nH]c4ccccc34)ccc2Nc2cccnc2)cc1	5	-2	-2	12	0	1	-3	32*	/	8
C=CCN(CC=C)C(=O)c1cc(Cl)ccc1[N+](=O)[O-]	-1	0	-2	1	3	-2	0	-1	3	0
CCOC(=O)C1CCCN(c2c(N3CCN(c4ccccn4)CC3)c(=O)c2=O)C1 (stereo unspecified)	-1	3	3	0	-7	-1	-8	0	-5	2
CC1COC2C(O1)N(S(C)(=O)=O)CCN2S(C)(=O)=O (stereo unspecified)	-1	3	-1	2	4	-2	3	1	8	1
O=C(O)CCSc1nc2ccccc2n1CCOc1ccccc1	-2	2	-1	3	2	0	-4	-3	-8	-6
O=C(NCCc1ccc(Cl)cc1)c1ccc(=O)[nH]c1	-2	5	2	3	2	-4	-1	-6	6	1
O=S(=O)(Nc1nc2ccccc2s1)c1cnc(Cl)c(Br)c1	5	-1	0	11	8	3	5	-5	1	-9
O=C(Nc1ccc(S(=O)(=O)NCC2CCCO2)cc1)C1CC(=O)N(c2ccccc2)C1 (stereo unspecified)	-1	0	1	6	5	3	6	-1	0	2
CC(=O)Nc1ccc(S(=O)(=O)N(C)c2ccc(OCCOc3cccc(C)c3)cc2)cc1	-1	3	2	13	-2	4	1	-18	-39	-5
CN(CC(=O)NCCc1ccc(F)cc1)Cc1cccc(Cl)c1	14	-3	-5	-4	-14	6	-5	-10	-10	-6
CCc1c(-c2n[nH]c(=S)n2Cc2ccccc2)csc1C	10	-4	2	7	-7	3	-1	-1	-3	1
CC1=NN(c2ccccc2)C(=O)/C1=C\c1cn(C)c2ccccc12	1	12	3	8	5	-9	-2	-1	4	8
COC(=O)c1oc2ccccc2c1NC(=O)c1ccccc1O	-4	7	3	10	1	3	5	-14	-7	3
C=C(C)CSC1=C(C#N)C(c2ccccc2Cl)CC(=O)N1 (stereo unspecified)	10	-3	-1	3	-3	3	2	9	-5	-1
COc1ccc(CNC(=O)C[C@H]2C[C@H](C(=O)N(C(C)C)C(C)C)[C@@]3(C)c4[nH]c5ccc(Cl)cc5c4CCN3C2=O)cc1OC	-1	1	-2	9	-9	-2	1	2	-12	-2
O=C(Nc1ccn(Cc2ccc(Cl)cc2)n1)c1ccccc1	1	5	-2	-2	6	-1	2	-5	-30	9
Cc1ccc(S(=O)(=O)N(C)C)cc1NC(=O)COC(=O)COc1ccccc1[N+](=O)[O-]	0	3	3	-1	0	1	-5	2	1	-4
CCOC(=O)c1[nH]c(C)c(C(=O)OC)c1C	1	6	-1	-4	4	0	0	0	4	-1
COCC(=O)Nc1ccc(F)cc1	-1	-3	3	3	-5	1	6	-3	5	-4
Cc1ccc(OCC(=O)NC(=S)Nc2cccc(NC(=O)c3ccc(Cl)cc3Cl)c2)cc1	-3	6	1	3	4	-1	5	-6	-16	-5

Compound activity deposited in PubChem BioAssay by several laboratories.

Not all compounds are listed (hit frequency here may not be typical).
